EPAC1 ag = qHTS for Agonist of cAMP-regulated guanine nucleotide exchange factor 3 (EPAC1): primary screen | Rap guanine nucleotide exchange factor 3 (Homo sapiens), O95398 | EPAC1 agonist qHTS, biochemical assay; response scale: 100% = response to 6.5 mM cAMP | Potency, µM (highest dose often 154 µM), inactives show at the top dose activation, most hits filed as activators | hit rate 0.073% among 360,000 | AID 720707, 2013; also: potency is read from the fitted curve at half-maximal effect; nearly all actives have a fitted effect of over 60% in size
Target sequence (O95398 whole entry, looked up): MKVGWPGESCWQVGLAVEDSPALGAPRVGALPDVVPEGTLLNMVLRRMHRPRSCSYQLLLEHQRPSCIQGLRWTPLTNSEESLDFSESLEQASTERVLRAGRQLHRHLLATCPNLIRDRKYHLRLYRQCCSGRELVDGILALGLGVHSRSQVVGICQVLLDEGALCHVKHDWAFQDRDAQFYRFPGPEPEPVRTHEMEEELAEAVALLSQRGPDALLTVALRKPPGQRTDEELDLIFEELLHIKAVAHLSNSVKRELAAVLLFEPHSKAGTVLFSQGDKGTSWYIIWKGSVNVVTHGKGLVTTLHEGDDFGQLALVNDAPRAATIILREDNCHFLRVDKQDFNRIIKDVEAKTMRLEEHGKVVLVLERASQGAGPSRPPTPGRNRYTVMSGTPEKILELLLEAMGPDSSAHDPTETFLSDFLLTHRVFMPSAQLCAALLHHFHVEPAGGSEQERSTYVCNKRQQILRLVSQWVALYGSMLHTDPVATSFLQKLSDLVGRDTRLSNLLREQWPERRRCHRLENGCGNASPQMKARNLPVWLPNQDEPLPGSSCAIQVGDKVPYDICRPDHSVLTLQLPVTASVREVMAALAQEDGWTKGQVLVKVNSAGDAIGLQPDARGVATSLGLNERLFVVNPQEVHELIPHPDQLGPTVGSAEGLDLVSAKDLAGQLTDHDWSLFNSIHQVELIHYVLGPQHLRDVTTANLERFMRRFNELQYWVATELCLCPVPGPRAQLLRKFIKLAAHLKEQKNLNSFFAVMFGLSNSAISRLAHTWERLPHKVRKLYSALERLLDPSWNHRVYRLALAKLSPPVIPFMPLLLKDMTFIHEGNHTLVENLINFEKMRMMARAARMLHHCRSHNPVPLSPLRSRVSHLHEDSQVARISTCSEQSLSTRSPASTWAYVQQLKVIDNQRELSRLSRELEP
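Fluorescent GDP-exchange assay: 100 nM EPAC1 with 250 nM Rap1B preloaded with BODIPY-GDP and 50 uM GDP; compounds tested as concentration series, 5 min at room temperature, then read every 5 min for 30 min (ex 480/em 540 nm); normalized to 6.5 mM cAMP.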
Abeta rescue = qHTS for compounds that reverse cellular toxicity of Amyloid beta (A-beta) peptide in yeast: Primary Screen; hit rate 0.063% among 410,000; AID 1347071, 2019; yeast expressing A-beta42, growth rescue, OD600, 48 h; response scale: 0% DMSO, 100% iron-clioquinol control; Potency, µM (series often up to 46.1 µM), for inactives: at the highest dose growth rescue, hits mostly activators; also: potency is read from the fitted curve at half-maximal effect; nearly all actives have a fitted effect of over 55% in size
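Growth rescue measured by 600 nm absorbance after 48 h yeast culture at 30 C with compound. Values normalized between DMSO and an equimolar ferric chloride plus clioquinol control.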
PI5P4Ka inh = qHTS for Inhibitors of phosphatidylinositol 5-phosphate 4-kinase (PI5P4K) | Phosphatidylinositol 5-phosphate 4-kinase type-2 alpha (Homo sapiens), P48426 | PI5P4Kalpha enzyme, ADP-Glo luminescence, 60 min; stronger effect = lower value | max response, % | hit rate 1.2% among 330,000 | AID 652105, 2013; active = max response of -50% or lower; inconclusive = between -30% and -50%; inactive = -30% or higher; also: value at the top dose of about 77 µM; % is scaled to controls: 0 for no effect and ±100 for the full control effect
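Enzyme plus substrate dispensed, test compounds pinned in, then ATP (5 microM final) added. After 60 min at RT, ADP-Glo reagent 1 for 45 min and reagent 2 for 30 min preceded luminescence imaging.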
EPAC1 antagonist = qHTS for Antagonist of cAMP-regulated guanine nucleotide exchange factor 3 (EPAC1): primary screen. hit rate 0.14% among 360,000. AID 720709, 2013. EPAC1 GEF assay, Rap1b-BODIPY-GDP exchange fluorescence. Rap guanine nucleotide exchange factor 3 (Homo sapiens), O95398. Potency, µM (top dose mostly 115 µM), without a hit: at the highest dose activity change, negative = inhibition, most hits filed as inhibitors;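 also: potency is read from the fitted curve at half-maximal effect; plate controls were vehicle for no effect and positive control for full effect; nearly all actives have a fitted effect of over 50% in size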
PLK1 PBD block = qHTS for Inhibitors of PLK1-PDB (polo-like kinase 1 - polo-box domain): Primary Screen; Serine/threonine-protein kinase PLK1 (Homo sapiens), P53350; Plk1 PBD binding of FITC phosphopeptide, fluorescence polarization; Potency, µM, without a hit: max response, negative = inhibition, actives largely listed as inhibitors; hit rate 2.8% among 360,000; also: potency is read from the fitted curve at half-maximal effect; series mostly up to about 57 µM; % is scaled to controls: 0 for no effect and ±100 for the full control effect; nearly all actives have a fitted effect of over 65% in size
FUS suppressor = qHTS for Suppressors of FUS Proteinopathy: Primary screen using FUS-linked yeast assay. AID 1347120, 2019. S. cerevisiae FUS-expressing, growth rescue, OD600, 24 h. hit rate 0.24% among 390,000. Potency, µM (doses to about 76.6 µM), for inactives: at the highest dose growth rescue (activation), hits mostly activators;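 also: potency is read from the fitted curve at half-maximal effect; plate controls were DMSO vehicle for no effect and reference control for full effect; nearly all actives have a fitted effect of over 55% in size; some results filed as inactive show a strong effect at the top dose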
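FUS-expressing yeast, raffinose-pregrown, induced in 2% galactose minimal medium at OD 0.005; compounds in a dilution series, 24hr at 30C. Growth restoration read as absorbance at 600 nm. CP55940 positive control, DMSO negative.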
IL-2 act = qHTS of IL-2 Activators. activation, % (series mostly up to about 46 µM). IL-2 activation reporter assay, cell-based qHTS; stimulated with anti-CD3/CD4/CD28 beads; in transgenic mouse T cells. hit rate 0.065% among 360,000; in the data active = activation above about 50%; inconclusive = mostly about 30% to 49%; also: 0% is about no effect
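Unstimulated transgenic mouse T cells; 60-min compound exposure; bead-based TCR/CD4/CD28 stimulation; 18 h culture, 37 degrees C; dual fluorescence (EGFP, DsRed) plate cytometry.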
aSyn rescue = qHTS of alpha-syn Inhibitors; hit rate 0.14% among 370,000; AID 652106, 2013; Potency, µM (titrated, usually from 46.1 µM), without a hit: at the top dose growth rescue (activation), actives largely listed as activators; Yeast expressing alpha-synuclein, growth rescue, BacTiter-Glo, 24 h; also: potency is read from the fitted curve at half-maximal effect; % of control where 0% means no effect; nearly all actives have a fitted effect of over 65% in size
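Readout is rescue of growth in alpha-synuclein-expressing yeast, so inhibitors of toxicity appear as activators. Growth after 24 hr at 30 deg C in galactose medium is quantified by luminescence.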
WRN helicase inh = qHTS for Inhibitors of WRN Helicase | Bifunctional 3'-5' exonuclease/ATP-dependent helicase WRN (Homo sapiens), Q14191 | WRN helicase unwinding, fluorescent forked duplex, kinetic | Potency, µM (titrated, usually from 114 µM), without a hit: at the top dose activity change, negative = inhibition, hits mostly inhibitors | hit rate 0.46% among 360,000; also: potency is read from the fitted curve at half-maximal effect; % is scaled to controls: 0 for no effect and ±100 for the full control effect; nearly all actives have a fitted effect of over 55% in size
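Kinetic red-fluorescence monitoring (525/598 nm) tracks WRN helicase activity after 100 nM fluorophore-quencher forked duplex and 2 mM ATP are added to 20 nM enzyme pretreated 15 min at room temperature with compound.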
* = called active by the depositor; u = inconclusive; x = not tested or not shown; [ ] = remark or other dose. Unless noted, calls follow the shape of the dose curve; as a rule, active = well fitted curve in the direction sought with a large enough effect; inconclusive = small, poorly fitted or top-dose-only effect, or another doubt; inactive = no such curve, though single readings can be large; an effect the other way counts as inactive or inconclusive. Rows are unselected (roughly 4.1% active in at least one column).

SMILES	EPAC1 ag	Abeta rescue	PI5P4Ka inh	EPAC1 antagonist	PLK1 PBD block	FUS suppressor	IL-2 act	aSyn rescue	WRN helicase inh
Cc1cccnc1CNC(=O)C1CCC(=O)N(CCc2cccc(F)c2)C1 (stereo not drawn)	1%	10%	3	24%	-3%	11%	-2.1	1%	-1%
CN1CCN(NC(=O)c2ccc(F)cc2)CC1	7%	-8%	-6	6%	-20%	x	-4.6	-1%	-17%
CCOC(=O)C(O)(CC(=O)Nc1cc(F)ccc1C)C(F)(F)F (stereo not drawn)	1%	-11%	-3	-5%	u	12%	-1.1	-13%	0%
CCNC(=S)Nc1cc(Cl)ccc1Oc1ccccc1	5%	26%	10	-14%	-3%	-10%	-0.3	1%	-17%
CCCn1c(N)c(N(CCOC)C(=O)c2ccc([N+](=O)[O-])c(C)c2)c(=O)[nH]c1=O	-2%	-6%	0	-2%	-15%	23%	1.8	-19%	4%
Cc1ccccc1NS(=O)(=O)c1ccc2oc(=O)ccc2c1	5%	22%	-1	9%	3%	-18%	1.0	19%	1%
O=C(c1cccc(S(=O)(=O)N2CCN(c3ccccc3)CC2)c1)N1CCCCCCC1	0%	-58%[inhibitor]	-3	1%	0%	u	-2.7	9%	-4%
CCCc1cc(C(=O)Nc2sc(C)c(CC)c2C#N)no1	-3%	-4%	-20	1%	27µM*	-13%	-0.2	-2%	-9%
OCC[C@@H]1C[C@H](O)[C@@H](O)[C@@]2(CCCc3ccccc3O2)O1	1%	-15%	0	5%	-12%	-13%	0.0	-7%	4%
Cn1c(=O)c2c(=O)cc(NNC(=O)C(C)(C)C)[nH]c2n(C)c1=O	-6%	-9%	6	3%	3%	2%	-0.4	-3%	5%
CCOC(=O)c1ccc(S(=O)(=O)N2CCC(C(=O)OCC)CC2)cc1	-7%	-5%	x	5%	-3%	11%	-1.8	2%	-2%
CC(C)[C@H](NC(=O)NC1CCCc2ccccc21)C(=O)O (stereo partly drawn)	12%	8%	x	1%	-8%	-12%	-0.9	-6%	6%
CN(CC(=O)Nc1ccc(F)c(F)c1F)C(=O)c1ccc(-n2cncn2)cc1	-3%	1%	2	3%	-3%	9%	-0.5	-8%	6%
CC(C)OCCCNC(=O)CCN1C(=O)COc2ccccc21	-6%	-21%	x	-2%	-8%	1%	-1.9	-10%	-15%
CCOC(=O)c1c(-c2ccc(C)cc2)csc1NC(=O)C1CCCO1 (stereo not drawn)	3%	-1%	2	-1%	5%	x	-2.5	10%	-9%
NC(=O)COc1ccc(/C=N/NS(=O)(=O)c2ccccc2)cc1	3%	-18%	1	-9%	-10%	17%	1.1	1%	-21%
O=C(CCSc1ccc(Cl)c(Cl)c1)NC12CC3CC(CC(C3)C1)C2	12%	-6%	x	-4%	-2%	16%	4.7	15%	-9%
Cc1ccc(C2=NOC(=O)/C2=C\c2ccccc2)cc1	-8%	u	-19	-23%	3.4µM*	9%	-0.9	13%	-5%
O=C(O)c1cccc(NS(=O)(=O)c2cc(S(=O)(=O)c3ccc(Cl)cc3)ccc2Cl)c1	3%	-11%	-6	1%	-9%	x	-0.5	-8%	u
CC(C(=O)Nc1ccc(C#N)cc1)N(C)CC(=O)Nc1ccccc1Br (stereo not drawn)	-12%	0%	-6	-9%	-3%	22%	-2.7	-1%	-8%
CCOc1ccccc1CNc1ccc(O)cc1	2%	12%	u	4.5µM*	u	u	-1.1	-9%	-23%
COC(=O)c1ccc(NC(=S)NCCc2ccccc2)cc1	2%	2%	-7	-3%	-6%	8%	0.2	-5%	-2%
O=C(COc1ccc(F)cc1)c1c(O)cc(O)cc1O	2%	0%	-9	-2%	-7%	7%	0.1	-6%	-3%
CCN(CC)c1nc2ccccc2nc1C(C#N)C(=O)NCCc1ccccc1 (stereo not drawn)	14%	-4%	4	-8%	13µM*	20%	7.6	7%	-11%
O=C(CCl)Nc1ccccc1Sc1ccc(Cl)cc1	18%	-21%	-1	-3%	-11%	-10%	-2.5	x	-2%

Individual results from above:
For IL-2 act, Cc1ccc(C2=NOC(=O)/C2=C\c2ccccc2)cc1 reads -0.9
For IL-2 act, CCOC(=O)c1ccc(S(=O)(=O)N2CCC(C(=O)OCC)CC2)cc1 reads -1.8

Limited to FUS suppressor, Abeta rescue and IL-2 act (2 entries from above):
| smiles | FUS suppressor | Abeta rescue | IL-2 act |
| --- | --- | --- | --- |
| O=C(CCSc1ccc(Cl)c(Cl)c1)NC12CC3CC(CC(C3)C1)C2 | 16% | -6% | 4.7 |
| Cc1ccc(C2=NOC(=O)/C2=C\c2ccccc2)cc1 | 9% | u | -0.9 |

The main list resumes; the 6 compounds before the break are reprinted first.
SMILES	EPAC1 ag	Abeta rescue	PI5P4Ka inh	EPAC1 antagonist	PLK1 PBD block	FUS suppressor	IL-2 act	aSyn rescue	WRN helicase inh
CC(C(=O)Nc1ccc(C#N)cc1)N(C)CC(=O)Nc1ccccc1Br (stereo not drawn)	-12%	0%	-6	-9%	-3%	22%	-2.7	-1%	-8%
CCOc1ccccc1CNc1ccc(O)cc1	2%	12%	u	4.5µM*	u	u	-1.1	-9%	-23%
COC(=O)c1ccc(NC(=S)NCCc2ccccc2)cc1	2%	2%	-7	-3%	-6%	8%	0.2	-5%	-2%
O=C(COc1ccc(F)cc1)c1c(O)cc(O)cc1O	2%	0%	-9	-2%	-7%	7%	0.1	-6%	-3%
CCN(CC)c1nc2ccccc2nc1C(C#N)C(=O)NCCc1ccccc1 (stereo not drawn)	14%	-4%	4	-8%	13µM*	20%	7.6	7%	-11%
O=C(CCl)Nc1ccccc1Sc1ccc(Cl)cc1	18%	-21%	-1	-3%	-11%	-10%	-2.5	x	-2%
Cc1cc(=O)oc2cc(OC(=O)c3ccccc3)ccc12	-13%	2%	1	-2%	-15%	-5%	-0.5	1%	7%
CCOCCCNC(=O)CCc1nnc2n(CCC(C)C)c(=O)c3ccccc3n12	4%	-20%	1	9%	-10%	29%	1.1	-1%	-7%
O=C(Nc1cccnc1)C1Cc2c(-c3cccc(F)c3)ccnc2O1 (stereo not drawn)	-18%	3%	3	6%	2%	-18%	-0.2	3%	14%
CC(C)(C)N1C(=O)[C@H]2[C@@H](c3ccc(Br)cc3)N3C(=O)N(c4cccc(Cl)c4)C(=O)[C@@]3(C)[C@H]2C1=O	2%	13%	0	-13%	-3%	34%	0.1	12%	1%
COC(=O)C1CSC2c3ccccc3C(=O)N12 (stereo not drawn)	1%	-20%	-5	-9%	u	10%	-2.9	0%	2%
CCCCn1c(N)c(N(CCC(C)C)C(=O)C2CCCO2)c(=O)[nH]c1=O (stereo not drawn)	-5%	3%	2	2%	-2%	0%	-5.5	1%	17%
O=[N+]([O-])c1cccc(-c2ccc(C(=S)N3CCOCC3)o2)c1	14%	12%	5	-14%	-15%	-16%	-2.6	-1%	-4%
CC1(C(=O)Oc2ccccc2)Cc2ccccc2C(=O)O1 (stereo not drawn)	-4%	-14%	-2	10%	5%	-26%	-0.5	2%	9%
CN(C)C(=O)c1ccc(SC(=S)NCc2ccccc2)cc1	0%	6%	u	4%	2.7µM*	2%	-0.9	1%	-2%[57.1 µM]
C1CCCC(N2CCNCC2)CC1	3%	12%	x	-8%	-6%	15%	-2.0	1%	4%
O=C(COC(=O)C1COc2ccccc2O1)Nc1ccc(Cl)cc1 (stereo not drawn)	5%	-10%	-7	11%	3%	2%	-0.1	-3%	5%
CC(C)CN1CC(C)C(=O)NC1=S (stereo not drawn)	-8%	0%	9	-3%	4%	x	-3.7	-1%	4%
CCOc1cc(C(=O)OCC(=O)c2c(N)n(C)c(=O)n(C)c2=O)cc(OCC)c1OCC	5%	-2%	x	-1%	2%	13%	0.3	-2%	-14%
O=C(NCC1CC1)Nc1ccc(Cl)cc1	-1%	-5%	6	3%	-8%	-16%	0.8	-14%	3%
CCOC(=O)c1cc2c(=O)n3ccccc3nc2n(CC2CCCO2)c1=NC(C)=O (stereo not drawn)	0%	-15%	-1	-7%	-9%	-15%	-2.1	-5%	0%
Cc1c(S(=O)(=O)NC2CCCCCC2)c(=O)n(C)c(=O)n1C	1%	12%	-7	1%	-8%	-3%	-6.0	-3%	-2%
Cc1nc(-c2ccccn2)sc1C(=O)Nc1ccc(F)cc1F	-1%	0%	-6	-9%	-10%	x	-0.2	u	-6%
CCC(C)Oc1nc2ccccc2nc1NS(=O)(=O)c1ccccc1 (stereo not drawn)	9%	2%	-3	17%	-9%	23%	-3.1	2%	0%
CCOc1ccc(NC(C)=O)cc1N	-12%	-19%	-2	-6%	-14%	-42%	0.5	0%	4%
Cc1nc2c(-c3ccc(F)cc3)cnn2c2c1CCC2	1%	13%	11	-1%	-10%	-4%	-0.9	3%	-2%
COc1ccc(-c2cn3cccnc3n2)cc1NC(=O)C1CC1	9%	1%	x	6%	-4%	1%	-1.3	6%	-6%

Source: PubChem
